High-throughput results deposited in PubChem BioAssay by several laboratories.
PMI act satM6P: activators of human phosphomannose isomerase at near-saturating mannose 6-phosphate | P34949 | coupled PMI enzyme assay, resazurin fluorescence, 20 min; active compounds read high; 1 = untreated enzyme, 0 = substrate-free blank | activation factor at 20 µM | 0.34% of 190,000 active | AID 1216;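 active = activation factor of 2 or more at 20 µM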
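test system = human PMI in coupled enzyme assay | medium = HEPES-buffered pH 7.4 with magnesium and detergent | also added = 1.0 mM mannose-6-phosphate substrate with 0.22 mM NADP+ | compound = 20 µM single dose | times = 20 min incubation at room temperature | measured by = resorufin fluorescence (Ex 544/Em 590 nm) from resazurin via diaphorase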
FLuc stim CS: firefly luciferase counter-screen for stimulation assays. P08659. ATPlite luciferase biochemical, luminescence, 10 min; 0 = ATP-free wells, 1 = DMSO control. activation factor at 10 µM. 200,000 tested, under 10 active. AID 1027;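 active = luciferase activation factor, scaled between plate controls, of at least 2 with compound at 10 µM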
Target sequence (P08659 whole entry, looked up): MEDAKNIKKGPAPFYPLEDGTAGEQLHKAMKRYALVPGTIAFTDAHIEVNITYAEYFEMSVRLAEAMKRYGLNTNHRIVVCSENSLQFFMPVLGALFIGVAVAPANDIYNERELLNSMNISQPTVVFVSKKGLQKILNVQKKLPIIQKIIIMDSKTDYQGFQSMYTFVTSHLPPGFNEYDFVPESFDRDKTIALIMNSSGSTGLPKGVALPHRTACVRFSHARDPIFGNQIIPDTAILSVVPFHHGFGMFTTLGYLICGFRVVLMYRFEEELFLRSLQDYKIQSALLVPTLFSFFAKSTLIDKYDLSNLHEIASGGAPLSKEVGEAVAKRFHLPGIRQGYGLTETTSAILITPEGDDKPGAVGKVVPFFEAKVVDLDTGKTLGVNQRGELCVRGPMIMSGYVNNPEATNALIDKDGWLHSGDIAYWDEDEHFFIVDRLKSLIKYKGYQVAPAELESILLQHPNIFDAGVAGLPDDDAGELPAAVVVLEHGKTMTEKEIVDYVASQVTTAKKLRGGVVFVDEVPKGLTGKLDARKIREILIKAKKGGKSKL
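Assay system – cell-free luciferase reagent · Medium – PBS-based ATP solution · Dosing – test compounds dosed from 2 mM stocks in 100% DMSO · Timing – 10 min, room temperature · Technique – light output (luminescence) · Measure – luminescence gain marking luciferase activators · Controls – No-ATP low control, compound-free enzyme-plus-ATP high control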
Diaph inh CS: counter-screen for diaphorase-based assays: diaphorase inhibitors and chemical oxidizers. diaphorase resazurin-to-resorufin fluorescence, NADH, 16 min; bacterial (C. kluyveri) enzyme, not human. inhibition, % at 20 µM. 0.69% of 190,000 active;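 active = primary screen inhibition at 20 µM above a set limit, cut at about 50% in these data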;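 also: plate controls were DMSO with full reaction for no effect and wells lacking NADH for full effect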
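Detection: fluorescence of resorufin formed from resazurin, Ex 544/Em 590 nm; test system: Clostridium kluyveri diaphorase enzyme; amount: 0.14 U/mL diaphorase, enzyme working solution; times: 16-min room-temperature incubation before reading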
PMI act: increases human mannose-6-phosphate isomerase activity; P34949; purified human PMI, coupled resazurin fluorescence, 20 min; active compounds read high; 1 = vehicle control, 0 substrate-free wells; activation factor at 20 µM; 0.005% of 190,000 active; AID 1214;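 active = activation factor of 2 or more at 20 µM, relative to plate controls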
G6PDH CS: L. mesenteroides G6PDH inhibition counter-screen; Purified L. mesenteroides G6PDH, diaphorase/resazurin coupled fluorescence, 45 min; inhibition, % at 5 µM; 0.12% of 200,000 active; AID 1020; in the data active = inhibition above about 50%
TNAP act hi DEA: TNAP (human) activation, high acceptor; purified TNAP, CDP-star luminescence, 1 M DEA, 30 min; active compounds read high; 0 = EDTA background, 1 = DMSO-only activity; activation factor at 20 µM; 200,000 tested, under 10 active;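 active = activation factor at least 2 at 20 µM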
Target sequence (P05186 whole entry, looked up): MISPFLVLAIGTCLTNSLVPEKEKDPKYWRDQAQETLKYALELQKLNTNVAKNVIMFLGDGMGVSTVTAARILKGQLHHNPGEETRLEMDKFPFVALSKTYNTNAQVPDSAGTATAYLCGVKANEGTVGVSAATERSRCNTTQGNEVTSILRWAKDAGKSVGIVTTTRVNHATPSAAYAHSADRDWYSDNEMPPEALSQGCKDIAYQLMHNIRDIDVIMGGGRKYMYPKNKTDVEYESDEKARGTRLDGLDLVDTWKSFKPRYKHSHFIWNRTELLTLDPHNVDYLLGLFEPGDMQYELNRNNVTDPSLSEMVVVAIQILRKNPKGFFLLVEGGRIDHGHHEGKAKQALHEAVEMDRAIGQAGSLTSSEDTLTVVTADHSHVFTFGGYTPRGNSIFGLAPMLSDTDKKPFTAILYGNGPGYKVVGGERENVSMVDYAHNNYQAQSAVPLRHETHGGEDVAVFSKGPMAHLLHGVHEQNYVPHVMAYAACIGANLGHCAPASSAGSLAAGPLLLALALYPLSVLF
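Control set: EDTA negative control, DMSO positive control / Assay system: human TNAP / Quantity: TNAP 1/800 final / Evaluation: TNAP activation factor scaled between EDTA and DMSO control wells / Measured by: luminescent substrate turnover signal / Compound dosing: one dose, 20 µM / Times: 30 min enzyme reaction at room temperature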
Diaph act CS: counter-screen for diaphorase-based assays: diaphorase activators and chemical reducers | Diaphorase/resazurin coupled assay, resorufin fluorescence, 16 min; active compounds read high; 1 = vehicle wells, 0 = NADH-free wells | activation factor at 20 µM | 0.005% of 190,000 active;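 active = diaphorase activity raised at least twofold by the compound at 20 µM; inactive = activation factor below 2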
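Material: bacterial diaphorase enzyme (C. kluyveri); amount: enzyme 0.07 U/mL final; reagent: NADH substrate 0.114 mM plus resazurin dye 0.1 mM, final; doses: single compound dose of 20 µM, 1% DMSO final; timing: 16 min enzyme reaction, ambient temperature; measured by: fluorescence of resorufin, 544 nm excitation, 590 nm emission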
Efa HMGR inh: blocks class II HMG-CoA reductase of Enterococcus faecalis; purified E. faecalis HMGR, NADPH absorbance 340 nm kinetic; 0.41% of 190,000 active; inhibition, % at 10 µM;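 active = inhibition above a set limit, the median over all tested compounds plus 3 SD, cut at about 9.5% in these data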;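 also: enzyme runs in reverse so mevalonate oxidation gives rising NADPH absorbance; 0% = complete reaction with DMSO and 100% = background rate lacking mevalonate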
TNAP inh noacc: blocks human TNAP activity with no phosphate acceptor present; P05186; purified TNAP, CDP-star luminescence, 30 min; inhibition, % at 20 µM; 0.26% of 200,000 active;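 active = tissue-nonspecific alkaline phosphatase inhibition above about 50% at 20 µM in the single-dose screen, limit read from the data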;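 also: 0% = DMSO negative control and 100% = EDTA positive control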
TNAP inh hiacc: blocks human TNAP under high phosphate acceptor concentration | P05186 | purified TNAP, CDP-star luminescence, 1 M DEA | inhibition, % at 20 µM | 0.03% of 200,000 active | AID 1135;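 active = over 50% inhibition of tissue-nonspecific alkaline phosphatase at 20 µM in the single-dose screen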;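 also: plate controls were DMSO wells for no effect and EDTA-quenched wells as full inhibition for full effect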
Numbers without * were called inactive; · = not tested or not shown.

Second line of a record: TNAP inh hiacc	PMI act satM6P	Efa HMGR inh	TNAP inh noacc	G6PDH CS	FLuc stim CS	Diaph act CS	Diaph inh CS	TNAP act hi DEA	PMI act
COC(=O)c1sc(NC(=S)NC(=O)c2cccc(C)c2)nc1C
  4	1.1	0	1	7	0.5	0.9	12	1	1
N#Cc1c(Cl)nsc1NN
  11	1.7	4	-12	-7	1	0.9	11	0.9	1.4
Fc1ccccc1-c1nc2ncccc2o1
  -3	1	-4	-11	12	1	0.9	12	1	0.9
COc1ccc(CCNC(=O)C2CC(c3cccc([N+](=O)[O-])c3)=NO2)cc1 (stereo unspecified)
  -2	0.9	-4	2	1	1	0.9	12	1	1
CCC(=O)Nc1nc2ccccc2n1Cc1ccc(C)cc1
  -4	1	-4	-11	3	1	1	4	1	1
O=C(NC(Cc1ccc2c(c1)OCO2)C(=O)N1CCCC1C(=O)O)c1ccccc1 (stereo unspecified)
  -4	0.9	-3	-4	5	1.1	0.8	21	1	0.9
CCCCCCc1nnc(N)s1
  0	1.1	-6	-16	-1	1.1	1	5	1	1.1
CCOc1ccc(C(NC(C)=O)c2ccc(OC)c(OC)c2)cc1 (stereo unspecified)
  -1	0.9	1	-23	6	1.1	1	5	1	1
COCc1cc(C)nc(OCC(=O)N/N=C/c2ccc(-c3cc([N+](=O)[O-])ccc3C)o2)c1C#N
  0	0.9	-2	-2	-51	1	0.7	27	1	0.9
COCCCNC(=O)c1ccc(CS(=O)(=O)Cc2cccc(C)c2)o1
  -4	1	-4	-9	-5	1	0.9	8	1	1
O=C(Cc1c[nH]c2ccccc12)NCc1ccc(Cl)cc1Cl
  -5	0.9	0	-7	-2	0.9	0.8	21	1.1	0.9
CCCCNC(=O)c1onc(CSc2ccc(C)c(C)c2)c1C(=O)O
  -4	1.1	-3	2	5	1.1	1	1	1	1.1
CCOC(=O)Cn1c(N2CCOCC2)nc2c1c(=O)[nH]c(=O)n2C
  2	0.9	-2	-5	4	1	0.9	13	1	0.8
CCC(CC)c1nnc(NC(=O)CCNC(=O)c2ccccc2Cl)s1
  -7	1.1	1	1	6	1.1	1.2	-18	1.1	1.1
Cc1nnc(SCc2cnc(-c3ccc(C(C)C)cc3)s2)n1C
  0	1	1	-6	4	0	0.9	6	1	1
O=C(NCCCN1CCOCC1)C1COc2ccccc2O1 (stereo unspecified)
  -3	1	2	-12	0	1	0.9	13	1	1
COc1ccc(-c2nnc3ccc(SCC(=O)Nc4cc(C)on4)nn23)cc1
  -2	1.1	-4	-7	0	1	0.8	22	1	1.2
COC(=O)C1=CN(Cc2cccs2)C=C(C(=O)OC)C1c1cccc(OC)c1OC
  -5	1	1	-17	4	1	0.9	14	1.1	0.9
O=C(CN1CCN(c2ccccc2)CC1)N1N=CCC1c1ccccc1 (stereo unspecified)
  -3	0.9	-6	-5	6	1	0.9	13	1	0.8
COCC(C)n1c(C)cc(C(=O)CSc2nnc(N)s2)c1C (stereo unspecified)
  -4	1	-1	-9	3	0.9	0.9	14	1	0.9

Whole records, quoted from the list:
CCOc1ccc(C(NC(C)=O)c2ccc(OC)c(OC)c2)cc1 (stereo unspecified) across the screens: TNAP inh hiacc = -1; PMI act satM6P = 0.9; Efa HMGR inh = 1; TNAP inh noacc = -23; G6PDH CS = 6; FLuc stim CS = 1.1; Diaph act CS = 1; Diaph inh CS = 5; TNAP act hi DEA = 1; PMI act = 1
COc1ccc(-c2nnc3ccc(SCC(=O)Nc4cc(C)on4)nn23)cc1 across the screens: TNAP inh hiacc = -2; PMI act satM6P = 1.1; Efa HMGR inh = -4; TNAP inh noacc = -7; G6PDH CS = 0; FLuc stim CS = 1; Diaph act CS = 0.8; Diaph inh CS = 22; TNAP act hi DEA = 1; PMI act = 1.2

The listing continues.
Second line of a record: TNAP inh hiacc	PMI act satM6P	Efa HMGR inh	TNAP inh noacc	G6PDH CS	FLuc stim CS	Diaph act CS	Diaph inh CS	TNAP act hi DEA	PMI act
C=CCn1c(=O)n(CCC#N)c(=O)n(CCC#N)c1=O
  0	1	-2	-5	2	1	0.9	6	1	1
Cn1cc(CN2CCCC(C(=O)c3ccc(-c4ccccc4)cc3)C2)cn1 (stereo unspecified)
  -4	1	-1	-8	6	1	0.9	7	1	1
Cn1c(SCc2ccon2)nc2ccccc2c1=O
  -2	1	-1	-10	0	1	1	4	1	1
O=C1/C(=C/Nc2ccc3c(c2)OCO3)CCc2ccccc21
  13	0.2	-7	3	53*	0.1	0.3	75*	0.9	0
CCCCCC(=O)Nc1ccc(N2CCN(C(=O)c3ccccc3)CC2)cc1
  -3	1	-2	-9	1	1	1	0	1	1
O=C(/C=C/Nc1ccccc1C(F)(F)F)c1ccco1
  -3	·	-4	-8	9	0.1	·	·	1	·
Cc1c(C(=O)NC(=S)Nc2ccc3c4c(cccc24)CC3)cccc1[N+](=O)[O-]
  -1	0.9	4	-6	2	1.1	1	0	1	0.9
N#CC1=C(N)OC2=C(C(=O)CCC2)C1c1ccoc1 (stereo unspecified)
  -5	1.1	-1	-10	8	1	1	0	1	1
CN1CCN(C(=O)c2ccccc2-c2ccccc2C(=O)O)CC1
  -5	1.2	2	-14	3	1	1.1	-14	1.1	1.1
O=c1c2cc(NC(=S)NCc3cccnc3)ccc2nc2n1CCCCC2
  -2	1	-3	-7	2	1	0.9	5	1	1
CC(C)n1c(SCc2ccccc2F)nc2c1c(=O)n(C)c(=O)n2C
  -6	0.9	-2	-15	0	1	0.8	21	1.1	1
Clc1ccc(CSc2cc3c(nn2)-c2ccccc2CC3)cc1Cl
  0	0.8	1	-10	-19	1	0.9	14	1	0.9
Cc1ccc(CC2SC(N)=NC2=O)cc1 (stereo unspecified)
  -6	1	-6	-8	2	1	1	0	1.1	0.9
CCOC(=O)c1cc2occc2n1CC(=O)N1CCOCC1
  -2	0.9	-3	-6	4	1.1	0.8	22	1	0.9
CCC(c1nnnn1C1CCCC1)N(Cc1cccs1)Cc1cc2cccc(C)c2[nH]c1=O (stereo unspecified)
  -5	0.9	-7	-11	-2	1	0.8	21	1	0.9
CCCCOC(=O)c1ccc(NC(=O)CSC2=Nc3ccccc3C3CC=NN23)cc1 (stereo unspecified)
  -6	0.9	0	-4	5	1.1	0.8	19	1.1	0.9
CCOC(=O)c1c(-c2ccc(C)cc2)csc1NC(=O)/C(C#N)=C/c1ccc(O)c(OC)c1
  28	0.9	-5	22	-2	1.1	0.8	20	0.7	1
CCSc1nnc(NC(=O)Cc2ccc(OC)cc2)s1
  -2	1	4	5	7	1.1	0.9	8	1	0.9
CCN(CC)C(=O)CSc1nc2ccccc2c(=O)n1CCC(=O)NCCc1ccc(OC)c(OC)c1
  -1	0.9	-1	-17	8	1	0.8	21	1	0.9
O=C(NCc1ccco1)NC12CC3CC(CC(C3)C1)C2
  0	0.9	3	-6	9	1	0.9	10	1	0.9
O=c1[nH]c2ccc(Cl)cc2c(-c2ccccc2)c1N1CCN(CCO)CC1
  0	0.9	-9	-2	1	1	0.9	10	1	0.9
O=c1[nH]c2cccnc2n(CCNc2ncc(C(F)(F)F)cc2Cl)c1=O
  -4	0.9	-2	-5	-1	0.8	0.8	18	1	0.8
Cc1cccc(N2CCN(Cc3nc(-c4cccc(Cl)c4)oc3C)CC2)n1
  -9	·	-2	-3	18	1	·	·	1.1	·
Cc1nnc(NC(=O)C2CCCN2S(=O)(=O)c2ccc(Cl)cc2)s1 (stereo unspecified)
  -3	1.1	-1	-17	1	1.1	1	0	1	1.1
COc1ccc(-n2nnnc2SCC(=O)c2ccc(O)c(O)c2)cc1
  18	0.7	3	76*	-29	1.1	0.6	39	0.8	0.7
CC(C)(/C=N/O)/[N+]([O-])=C/C=[N+](\[O-])C(C)(C)/C=N/O
  -4	0.9	-6	-10	9	1	0.8	15	1	0.9
CCOC(=O)C(CC)n1cnc2c(nnn2-c2ccc(OC)cc2)c1=O (stereo unspecified)
  -6	1	27*	-14	2	1	0.9	10	1.1	1
c1cncc(-c2nnc(-c3ccco3)o2)c1
  -3	0.8	4	-16	-16	1	0.8	23	1	0.9
O=C(CCSc1nc(-c2ccco2)cc(C(F)(F)F)n1)N1CCN(c2ccccn2)CC1
  0	1	-1	-6	3	1	0.8	24	1	0.9
CCCC(=O)N1CCc2[nH]c3ccccc3c2C1
  6	0.8	-3	2	-1	1	0.9	12	0.9	1
Cc1cccc(OCC(=O)N/N=C\c2cccn2C)c1C
  0	0.8	0	3	1	1	0.9	8	1	1
O=C(CC1SC(=Nc2ccc(OC(F)F)cc2)N(CCC2=CCCCC2)C1=O)Nc1ccccc1F (stereo unspecified)
  -2	0.9	-3	0	11	1.1	0.9	12	1	1
COC(/C=C/Nc1ccc(Cl)cc1)=C(C#N)C#N
  -6	1	-2	-7	10	1	1.1	-10	1.1	1.1
COc1ccc(CN/C=C2\CCCCC2=O)cc1
  -1	1	-2	-11	10	1	0.9	10	1	0.9
N#CCC(=O)N/N=C/c1cc([N+](=O)[O-])ccc1N1CCOCC1
  3	0.9	-6	-6	2	1	0.9	14	1	1
COc1cccc2c1OC1(C)CC2NC(=O)N1c1cccc(C(=O)Nc2ccc3c(c2)OCCO3)c1 (stereo unspecified)
  -4	1	0	-9	0	1.1	0.9	8	1	1
C/C(=N\NC(=S)NCc1ccccc1)c1ccc(C#N)cc1
  1	1.1	-1	16	-1	1.1	1	3	1	1.1
Cc1c(Nc2cc(N3CCCCCC3)c3nonc3c2[N+](=O)[O-])c(=O)n(-c2ccccc2)n1C
  10	0.5	1	16	12	1.1	0.5	51*	0.9	0.4
Cc1c(C(=O)Nc2ccccc2C(=O)N2CCCC2)cccc1[N+](=O)[O-]
  -4	1.1	-1	-8	13	1.1	1.2	-17	1	1
Cn1c(=NC(=O)c2cnccn2)sc2ccccc21
  -6	1	2	2	21	0.2	1.1	-6	1.1	1.1
COC(=O)c1ccccc1NC(=S)NC(NC(=O)c1ccccc1[N+](=O)[O-])C(Cl)(Cl)Cl (stereo unspecified)
  -3	0.9	-2	-5	0	1.1	0.7	28	1	0.8
CC1(C)OC(=O)C(=CNC(=O)c2c(F)cccc2F)C(=O)O1
  -1	1.1	0	-10	6	1	1	-2	1	1.1
COc1cc(OC)c(NC(=O)c2cccc(F)c2)cc1Cl
  3	0.9	-6	-9	12	1	0.8	19	1	0.9
